POLI inh = inhibitors of human DNA polymerase iota | Q9UNA4 | Pol iota fluorescent replication assay, 10 min | Potency, µM (doses to about 115 µM), inactives show at the highest dose activity, negative = inhibition, hits mostly inhibitors | 390,000 compounds, 1% hits; further: potency means the concentration at half of the fitted maximal effect
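Pol iota at 10 nM preincubated 15 min with compounds at room temperature; reaction started with fluorescent substrate, 50 nM final. Fluorescence read kinetically at 0 and 10 min; buffer-only wells as negative control.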
POLH inh = DNA polymerase eta (human) inhibition | Q9Y253 | Potency, µM (series often up to 114 µM), for inactives: at the top dose activity change, negative = inhibition, most hits filed as inhibitors | 390,000 compounds, 1.2% hits | AID 588591 | recombinant Pol eta, fluorescent DNA replication assay; further: potency means the concentration at half of the fitted maximal effect; on the % scale 0 is the no-effect control and ±100 the full control effect
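Pol eta (10 nM) was preincubated with compounds for 15 min at room temperature, after which fluorescent replication substrate (50 nM final) was added to start the reaction. Fluorescence was read kinetically at 0 and 10 min.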
Glioma ERSR ind = induces the endoplasmic reticulum stress response in human glioma cells; U87-MG GRP78 promoter luciferase reporter, 16 h; Potency, µM, without a hit: at the top dose activation, actives largely listed as activators; 420,000 compounds, 0.02% hits; AID 602332; further: potency means the concentration at half of the fitted maximal effect; series mostly up to about 76 µM; % of control where 0% means no effect; nearly all actives have a fitted effect of over 35% in size
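Stably transfected U87-MG glioma cells carrying a GRP78-based luciferase sensor; 16 h compound incubation. Luminescence end-point read 10 min after Bright-Glo addition at room temperature.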
APEX1 inh = blocks human APE1 abasic DNA cleavage | P27695 | recombinant APE1, TAMRA/BHQ-2 abasic DNA cleavage fluorescence | Potency, µM (highest dose often 65.8 µM), for inactives: top-dose activity change, negative = inhibition, most hits filed as inhibitors | 350,000 compounds, 0.35% hits;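 further: potency means the concentration at half of the fitted maximal effect; plate controls were vehicle for no effect and reference inhibitor for full effect; nearly all actives have a fitted effect of over 55% in size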
Target sequence (P27695 whole entry, looked up): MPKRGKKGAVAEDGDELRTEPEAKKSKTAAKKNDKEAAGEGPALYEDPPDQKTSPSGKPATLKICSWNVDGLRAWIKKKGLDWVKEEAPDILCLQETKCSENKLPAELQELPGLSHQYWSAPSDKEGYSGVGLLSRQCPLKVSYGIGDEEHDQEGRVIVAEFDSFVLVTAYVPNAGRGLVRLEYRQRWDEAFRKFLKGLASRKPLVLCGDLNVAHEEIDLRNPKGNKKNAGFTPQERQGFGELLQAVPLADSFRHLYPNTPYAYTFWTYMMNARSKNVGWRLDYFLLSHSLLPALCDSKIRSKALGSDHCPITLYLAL
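Measures dequenching upon AP-site incision of a 5'-TAMRA/3'-BHQ-2 THF-containing duplex, 50 nM; human APE1 0.75 nM after 15 min room-temperature exposure to compound; kinetic three-point read at one-minute spacing.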
BLM helicase inh = blocks DNA unwinding by human BLM helicase. recombinant BLM DNA unwinding, fluorescence dequenching. Potency, µM (titrated, usually from 56.1 µM), for inactives: at the highest dose activity change, negative = inhibition, hits mostly inhibitors. 350,000 compounds, 0.2% hits;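 further: potency means the concentration at half of the fitted maximal effect; plate controls were vehicle for no effect and no enzyme for full effect; nearly all actives have a fitted effect of over 35% in size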
Apoferritin bind = candidate novel general anesthetic via apoferritin binding; 350,000 compounds, 0.074% hits; P02791; Potency, µM (doses to about 77.5 µM), inactives show at the top dose activity change, negative = displacement, hits mostly inhibitors; apoferritin/1-aminoanthracene competitive binding, fluorescence; further: potency means the concentration at half of the fitted maximal effect; on the % scale 0 is the no-effect control and ±100 the full control effect; nearly all actives have a fitted effect of over 20% in size
Target sequence (P02791 2-175 limits assumed): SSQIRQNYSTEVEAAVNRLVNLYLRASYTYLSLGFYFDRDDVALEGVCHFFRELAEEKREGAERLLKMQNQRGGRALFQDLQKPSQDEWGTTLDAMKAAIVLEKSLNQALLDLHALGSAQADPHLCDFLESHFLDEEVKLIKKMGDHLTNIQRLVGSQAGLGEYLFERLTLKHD
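Horse-spleen apoferritin (10 uM) in 50% saturated 1-aminoanthracene in PBS was incubated 10 min at room temperature with compound. Fluorescence (ex 380, em 535 nm) was normalized to free and bound 1-AMA, with concentration-response fitted by a four-parameter Hill equation.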
LDHA inh = inhibitors of human lactate dehydrogenase A; P00338; activity change, % (values are at about 110 or 230 µM); purified LDHA, NADH/diaphorase-resazurin fluorescence; active compounds read low; 480,000 compounds, 0.15% hits; AID 1347041; in the data active means activity change below about -30%; inconclusive means mostly about -25% to -30%;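 further: plate controls were DMSO wells for no effect and wells without enzyme for full effect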
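Human LDH5 at 2 nM final in Tris HCl pH 7.4 with 0.06 mM NADH and 0.2 mM pyruvate, reacted 5 minutes at room temperature. Remaining NADH coupled via diaphorase/resazurin; resorufin fluorescence read at 0 and 20 minutes, normalized to enzyme-free and DMSO wells.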
POLK inh = inhibitors of human DNA polymerase kappa; purified Pol kappa, fluorescent DNA synthesis assay, 10 min; AID 588579; 400,000 compounds, 0.53% hits; Q9UBT6; Potency, µM (highest dose often 107 µM), for the others: top-dose activity, negative = inhibition, actives largely listed as inhibitors; further: potency means the concentration at half of the fitted maximal effect; on the % scale 0 is the no-effect control and ±100 the full control effect
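Enzyme at 10 nM met test compounds for 15 min at room temperature. Substrate addition (50 nM final) began the reaction, which was monitored by fluorescence at 0 and 10 min.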
Pol beta inh = inhibitors of human DNA polymerase beta; Pol beta primer extension/strand displacement, fluorescence kinetic; Potency, µM (top dose mostly 114 µM), without a hit: top-dose activity change, negative = inhibition, actives largely listed as inhibitors; 340,000 compounds, 1.3% hits; further: potency means the concentration at half of the fitted maximal effect; on the % scale 0 is the no-effect control and ±100 the full control effect
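Pol beta (10 nM) and compounds were preincubated 15 min at room temperature, then 50 nM substrate (final) started primer extension/strand displacement. Reads were taken at 0 and 10 min; concentration-response data were fitted to a four-parameter Hill equation.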
* hit, by the source's call; ? = inconclusive; nt = not tested or not shown; & = joins results of further samples; [ ] = another dose, or the depositor's remark. Unless noted, the call rests on the fitted dose curve; in most records, active means well fitted curve in the direction sought with a large enough effect; inconclusive means small, poorly fitted or top-dose-only effect, or another doubt; inactive means no such curve, though single readings can be large; an effect the other way counts as inactive or inconclusive. A portion of the library. The share of hits here may be higher or lower than overall.

Order of values – POLI inh, POLH inh, Glioma ERSR ind, APEX1 inh, BLM helicase inh, Apoferritin bind, LDHA inh, POLK inh, Pol beta inh
- Cc1nnc(SCC(=O)N(C(C)C)C(C)C)nc1C
→ 7%, -14%, -5%, -1%, -4%, 2%, -4, 5%, 0%
- COC(=O)c1ccc(OCC(O)CN2C(=O)c3ccccc3C2=O)cc1 (configuration not stated)
→ -10%, -6%, 9%, 41%, 1%, -7%, 1, 12%, -19%
- CCCOC(=O)c1c(NC(=O)c2nc3ncccn3n2)sc(C(=O)OCC)c1C
→ -21%, -18%, -3%, nt, 1%, -9%, -5, 11%, 10%
- COc1ccc(C2c3c(ccc4ccccc34)Oc3ncn4nc(Cc5ccc(OC)c(OC)c5)nc4c32)cc1 (configuration not stated)
→ nt, nt, nt, 2%, 3%, 1%, nt, nt, 31%
- CCC1c2ccc(C)n2CCN1C(=O)Nc1cc(Cl)ccc1OC (configuration not stated)
→ ?, -2%, 0%, -2%, -10%, -8%, 7, -15%, -15%
- CCCn1nnnc1SCC(=O)NCc1ccc2c(c1)OCO2
→ 7%, 6%, -7%, 2%, 0%, -12%, 1, -8%, 0%
- CCc1cccc(OCC(=O)Nc2ccc(S(=O)(=O)Nc3cc(C)nc(C)n3)cc2)c1
→ -1%, nt, nt, nt, -3%, 0%, -1, -10%, 1%
- CCc1cc(C(=O)Nc2cc(S(=O)(=O)N(CC)CC)ccc2N2CCN(C)CC2)sc1C
→ ?, -11%, -2%, -12%, nt, nt, 3, -3%, nt
- CN(C)C(CNC(=O)CCc1c[nH]c2ccccc12)c1ccccc1 (configuration not stated)
→ 87%[activator], 3%, -3%, -4%, 3%, -2%, -1, -12%, 32%
- Cc1ccccc1CN1CCC(n2nccc2NC(=O)c2cccnc2)CC1
→ 13%, 3%, -4%, 20%, -3%, -8%, -8, -12%, 21%
- Cc1ccc2cc(C)c3nnc(SCC(=O)NCc4ccco4)n3c2c1
→ ?, -19%, -3%, ?, -8%, -13%, 0, ?, 45µM*
- COc1cc(NC(=O)C2=CC(c3ccco3)=NS(=O)(=O)N2C)cc(OC)c1OC
→ 20%&13%, -2%&-19%, 4%&-3%, 17%, -6%&0%, -6%&-7%, 3&4, -6%&7%, 0%&2%
- COc1cc(OC)c2c(-c3ccccc3)cc(=O)oc2c1C(CCN1CCCCC1)c1ccc(N(C)C)cc1 (configuration not stated)
→ 12%&-8%, -5%, -5%&-7%, -1%&-4%, -10%&5%, -15%&-2%, 5, 0%&-3%, 11%
- CCCc1ccc(-c2csc(NC(=O)Cc3cccs3)n2)cc1
→ 7%, -2%, 1%, 1%, -7%, 3%, -9, -9%, 0%
- Cc1cccc(OCCCn2c(=O)oc3ccccc32)c1
→ 20%, -13%, 4%, 0%, -8%, -18%, -4, 10%, -11%

Profiles, quoted from the list:
CCc1cc(C(=O)Nc2cc(S(=O)(=O)N(CC)CC)ccc2N2CCN(C)CC2)sc1C as listed: POLI inh: ?; POLH inh: -11%; Glioma ERSR ind: -2%; APEX1 inh: -12%; BLM helicase inh: nt; Apoferritin bind: nt; LDHA inh: 3; POLK inh: -3%; Pol beta inh: nt
CCCn1nnnc1SCC(=O)NCc1ccc2c(c1)OCO2 as listed: POLI inh: 7%; POLH inh: 6%; Glioma ERSR ind: -7%; APEX1 inh: 2%; BLM helicase inh: 0%; Apoferritin bind: -12%; LDHA inh: 1; POLK inh: -8%; Pol beta inh: 0%

Returning to the listing, starting three compounds before the break.
Order of values – POLI inh, POLH inh, Glioma ERSR ind, APEX1 inh, BLM helicase inh, Apoferritin bind, LDHA inh, POLK inh, Pol beta inh
- COc1cc(OC)c2c(-c3ccccc3)cc(=O)oc2c1C(CCN1CCCCC1)c1ccc(N(C)C)cc1 (configuration not stated)
→ 12%&-8%, -5%, -5%&-7%, -1%&-4%, -10%&5%, -15%&-2%, 5, 0%&-3%, 11%
- CCCc1ccc(-c2csc(NC(=O)Cc3cccs3)n2)cc1
→ 7%, -2%, 1%, 1%, -7%, 3%, -9, -9%, 0%
- Cc1cccc(OCCCn2c(=O)oc3ccccc32)c1
→ 20%, -13%, 4%, 0%, -8%, -18%, -4, 10%, -11%
- COc1ccc(-c2ccc(OC)c(OC)c2OC)c(OC)c1OC
→ 8%, -10%, -6%, nt, nt, nt, -6, -5%, nt
- COc1ccc(NC(=O)/C(N=Nc2cc(S(=O)(=O)Nc3ccc(OC)cc3)ccc2OC)=C(\C)O)cc1
→ -1%, -15%, -3%, 6%, -6%, -16%, -3, -4%, -12%
- O=C(Cc1ccc(F)cc1)Nc1cccc(S(=O)(=O)N2CCCC2)c1
→ 6%, -19%, -3%, 2%, nt, nt, -10, -12%, nt
- COc1ccc(C)cc1NC(=S)NNC(=O)c1ccccc1Cl
→ 18%, -5%, 1%, 2%, 0%, -15%, -1, 3%, 3%
- Cc1ccc(-n2c3c(c(=O)[nH]c2=O)C(NS(=O)(=O)c2ccc(Cl)cc2)(C(F)(F)F)C(=O)N3)cc1 (configuration not stated)
→ -8%&-11%, -8%&-16%, 0%&3%, 2%, 1%&4%, 9%&-8%, -1&0, -4%&-5%, 3%
- CCC1=Nc2cc(C(=O)NCC3CCCO3)ccc2Sc2ccc(Cl)cc21 (configuration not stated)
→ 0%, -17%, -1%, -4%, -8%, -21%, -1, -2%, -14%
- CC(C)CCNC(=O)C(=O)Nc1c2c(nn1-c1ccc(Cl)cc1)CSC2
→ 6%, -5%, -2%, nt, -1%, 6%, -8, -9%[60.1 µM], -29%
- COc1ccc(-c2[nH]n(-c3ccc([N+](=O)[O-])cc3)c(=O)c2C=NCC2CCCO2)cc1 (configuration not stated)
→ 154%[activator], -6%, 0%, -4%, -3%, -2%, -7, -4%, 8%
- Cc1c(Cl)cccc1Nc1nc(N)nc(CN2CCc3ccccc3C2)n1
→ 24%, -19%, 2%, -3%, 0%, -10%, -3, -10%, 1%
- COc1ccc(-c2nc(CS(=O)(=O)CC(=O)NC3CCCCC3C)c(C)o2)cc1 (configuration not stated)
→ 12%, -5%, -3%, 27%, -2%, -16%, -2, -17%, 1%
- O=c1c2ccccc2ncn1-c1ccccc1F
→ 32%[activator], -4%, -3%, 14%, -3%, ?, -5, -3%, 9%
- COc1ccc(C(=O)Nc2c(F)c(F)c(F)c(F)c2F)c(OC)c1
→ 0%, -4%, -1%, -1%, 0%, -6%, -6, -29%, -29%
- CC1=NC(=O)C(N=Nc2cccc(O)c2)N1c1ccccc1 (configuration not stated)
→ 9%, -9%, 12%, 0%, -5%, ?, -8, -6%, 3%
- O=C(Nc1ccccc1)[C@@H]1CC=C[C@@H]2CCN(Cc3ccccc3)C(=O)[C@@H]21
→ 0%&56%, -9%, -5%&-2%, nt, nt, nt, -9, -9%&14%, nt
- COC(=O)c1cccc(NC(=O)CCCOc2ccccc2)c1
→ 11%, -5%, -1%, 0%, -5%, -23%, -6, -23%, 19%

Next section.
structure,POLI inh,POLH inh,Glioma ERSR ind,APEX1 inh,BLM helicase inh,Apoferritin bind,LDHA inh,POLK inh,Pol beta inh
CN(C(=O)CCCN1C(=O)c2ccccc2C1=O)C1CCCCC1,16%,-14%,4%,14%,nt,nt,-5,-8%,nt
Cc1cc(OC(C)C(=O)NCc2ccccn2)c2c(C)c(C)c(=O)oc2c1 (configuration not stated),-5%,-4%,-2%,-2%,-2%,-2%,-9,-3%,15%
CN1[C@@H]2CC[C@H]1CC(OC(c1ccccc1)c1ccccc1)C2 (some centres not stated),nt,nt,-4%&-4%,-1%&1%,-8%&-8%,-3%,nt,-18%[60.1 µM],nt
CSC1=NCCN1C(=O)COc1ccc2ccccc2c1,0%,-7%,-2%,0%,-5%,104%[activator],3,11%,15%
COCCNC(=O)CS(=O)(=O)Cc1nc(-c2ccc(C)cc2)oc1C,11%,-27%,-3%,1%,-3%,-8%,-6,-20%,12%
O=C(NNC(=S)NC(=O)c1cccnc1)c1ccc(F)cc1,4%,-8%,-6%,15%,-1%,4%,-5,4%,31%[activator]
C[C@]12CCC(=O)C=C1CCC1C2C(O)C[C@]2(C)C1CC[C@]2(O)C(=O)COC(=O)CCC(=O)O (some centres not stated),nt,nt,-4%,14%,-12%,4%,nt,-10%[60.1 µM],nt
O=C(/C=C\c1ccccc1OC(=O)c1ccccc1F)c1cc2ccccc2o1,?,-4%,?,0%,-16%,?,-2,-21%,-2%
CCOC(=O)C1CCCN(C(=O)c2ccc(Cl)c(S(=O)(=O)N3CCCCCC3)c2)C1 (configuration not stated),9%,-3%,-5%,11%,0%,-18%,-6,-12%,-1%
FC(F)(F)c1cccc(Cn2cnc(NC(=S)NCCc3ccccc3)n2)c1,45%[activator],-20%,-3%,0%,1%,-4%,-1,7%,-15%
O=C1CN(C(=O)CNCc2ccc(Cl)cc2)c2ccccc2N1,?,-7%,2%,1%,0%,3%,-12,-39%,-1%
O=C(N/C(=C/c1cccc([N+](=O)[O-])c1)C(=O)N1CCCCC1)c1ccco1,30%,-21%,-5%,30%,-3%,-6%,-7,-2%,-21%
Cc1nnn(C23C[C@@H]4C[C@@H](CC(C(=O)N5CCN(c6ccccc6)CC5)(C4)C2)C3)n1,3%,-6%,-3%,11%,-2%,1%,-5,7%,10%
